Screening results from PubChem.
Y pestis TopoI – inhibitors of Yersinia pestis topoisomerase I; Y. pestis Topo-I cleavage product accumulation, plate reader; activity, % at 10 µM; 360,000 compounds, 0.064% hits; in the data active means activity above about 50%, passing the limit was not always enough; further: inactives centre near 2
3CLpro inhibitor – SARS-CoV 3CLpro protease inhibition; recombinant SARS-CoV 3CLpro, quenched FRET peptide cleavage; inhibition, % at 6 µM; 290,000 compounds, 0.14% hits; AID 1706; in the data active means inhibition above about 12%
PrPC surface inh – cell surface PrPC inhibition, primary TR-FRET screen. P04156. TR-FRET read-out. inhibition, % at 13.8 µM. 370,000 compounds, 0.43% hits; in the data active means inhibition above about 24%; further: 0% = median of the test wells and 100% = reference compound wells
MazF activator – increases E. coli MazEF RNase cleavage of RNA; FAM/BHQ RNA-DNA oligo cleavage fluorescence, 5 h; 350,000 compounds, 0.32% hits; activation, % at 20 µM; P0AE70; in the data active means activation above about 50%
Target sequence (P0AE70 whole entry, looked up): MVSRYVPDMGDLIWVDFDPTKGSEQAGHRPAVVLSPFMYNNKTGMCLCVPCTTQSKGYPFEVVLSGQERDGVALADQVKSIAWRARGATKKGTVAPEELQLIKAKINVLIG
Rv3671c protease – inhibits the M. tuberculosis serine protease Rv3671c | P9WHR9 | inhibition, % at 5.96 µM | 320,000 compounds, 0.048% hits | AID 2606; in the data active means inhibition above about 38%;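 further: extracellular domain of Rv3671c used as enzyme; 0% = enzyme with DMSO and 100% = no enzyme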
Target sequence (P9WHR9 whole entry, looked up, the tested form may be a part): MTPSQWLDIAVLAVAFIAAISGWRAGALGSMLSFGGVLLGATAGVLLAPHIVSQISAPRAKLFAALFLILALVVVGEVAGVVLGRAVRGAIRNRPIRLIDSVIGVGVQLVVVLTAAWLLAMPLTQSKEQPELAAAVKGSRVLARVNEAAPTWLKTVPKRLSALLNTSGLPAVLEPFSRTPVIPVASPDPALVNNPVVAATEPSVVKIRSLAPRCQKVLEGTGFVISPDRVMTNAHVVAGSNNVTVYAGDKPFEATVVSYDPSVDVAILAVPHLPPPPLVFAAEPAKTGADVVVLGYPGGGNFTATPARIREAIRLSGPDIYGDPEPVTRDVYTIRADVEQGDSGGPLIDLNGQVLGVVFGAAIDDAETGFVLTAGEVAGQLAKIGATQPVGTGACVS
DUSP3 inh – blocks human VHR1 dual specificity phosphatase; P51452; recombinant VHR phosphatase, pNPP absorbance; inhibition, % at 13.3 µM; 290,000 compounds, 0.52% hits; in the data active means inhibition above about 50%; further: some compounds called inactive have numbers as strong as hits
Target sequence (P51452 whole entry, looked up): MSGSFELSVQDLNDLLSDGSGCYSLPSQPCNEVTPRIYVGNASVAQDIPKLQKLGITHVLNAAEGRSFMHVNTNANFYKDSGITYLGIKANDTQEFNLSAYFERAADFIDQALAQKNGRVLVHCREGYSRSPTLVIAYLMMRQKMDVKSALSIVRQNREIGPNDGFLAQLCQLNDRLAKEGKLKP
SSB-PriA inh – inhibitors of Klebsiella pneumoniae PriA binding to SSB C-terminal tail; AlphaScreen SSBct-PriA binding, biotinylated peptide; inhibition, % at 33 µM; 430,000 compounds, 0.6% hits; in the data active means inhibition mostly above about 37%, no sharp cut-off; inactive means mostly below about 20%;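 further: plate controls were negative control peptide for no effect and reference peptide for full effect; strong numbers were not always called active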
Vc quorum ag – induces V. cholerae light production without autoinducers; AID 588436; V. cholerae BH1578 lux reporter, luminescence, 6 h; activation, % at 18.7 µM; 350,000 compounds, 0.16% hits; in the data active means activation mostly above about 9.7%, no sharp cut-off; further: not every result past the cut was called active; inactives centre near 0; reference of the scale not given here
CCHF vOTU inh – blocks the CCHF virus ovarian tumor domain protease | CCHFV vOTU protease, Pep-AMC fluorescence | inhibition, % at 11.5 µM | AID 651958 | 370,000 compounds, 0.55% hits; in the data active means inhibition above about 30%; further: 0% = vehicle wells with enzyme and 100% = no enzyme wells
TcdB GH inh – inhibitors of Clostridioides difficile toxin B glycohydrolase; P18177; 350,000 compounds, 0.24% hits; TcdB glycohydrolase enzymatic assay, plate reader; inhibition, % at 9.99 µM; AID 652162; in the data active means inhibition above about 10%
Starred values were filed as active, the others as inactive; i = inactive; . = not tested or not shown; & = joins results of further samples.

SMILES | Y pestis TopoI | 3CLpro inhibitor | PrPC surface inh | MazF activator | Rv3671c protease | DUSP3 inh | SSB-PriA inh | Vc quorum ag | CCHF vOTU inh | TcdB GH inh
CC(=O)c1sc(NC(=O)COc2ccc([N+](=O)[O-])cc2)nc1C | 14 | 3 | 0 | 6 | -11 | 20 | -6 | -0.2 | 1 | -0.1
Cc1nn(C)cc1-c1n[nH]c(=S)n1-c1ccc(Cl)cc1 | -4 | 3 | 4 | 9 | -7 | 12 | -4 | -0.4 | -6 | 2.1
CC1Cc2ccccc2N1C(=S)Nc1ccc(S(N)(=O)=O)cc1 (configuration not stated) | -5 | 6 | -3 | -15 | 0 | -5 | 6 | -0.3 | 17 | .
O=C(CN(CC1CCCO1)C(=O)CNS(=O)(=O)c1ccc(F)cc1)NCCc1ccccc1 (configuration not stated) | 0 | -2 | 0 | 8 | -4 | -15 | -3 | -0.6 | -6 | -0.5
Cc1ccc(S(=O)(=O)NC(C)C(=O)OCC(=O)N(C)c2ccccc2)cc1 (configuration not stated) | 3 | . | 6 | 4 | 0 | . | -7 | i | 14 | -1.4
CC(=O)c1sc(Nc2nc(C)cc(C)n2)nc1C | 11 | -5 | . | 6 | -5 | 12 | -2 | i | . | .
CC(=O)NC(CC(=O)NCCN1C(=O)S/C(=C\c2ccccc2)C1=O)c1ccccc1 (configuration not stated) | 4 | 8 | -7 | 5 | 4 | -12 | 1 | 0.4 | 1 | 0.1
COc1ccc(-c2noc(CSc3nnc(Cc4ccccc4)n3-c3ccc(Cl)cc3)n2)cc1 | 12 | 5 | 0 | -7 | -6 | 18 | 12 | i | 17 | .
CCOC(=O)N(C)c1c(CC)nc2c(OCc3ccc(OC(F)F)cc3)cccn12 | 25 | . | -2 | . | . | . | . | i | 15 | 0.8
COc1cc2c(cc1OC)CN(C(=O)C1CCN(S(=O)(=O)c3ccccc3F)CC1)CC2 | 14 | 0 | -5 | 2 | -1 | -17 | -3 | i | 9 | 2.1
CCON1C(=O)CN(C(=O)OC)C1c1ccc(Cl)cc1Cl (configuration not stated) | 3 | -1 | 2 | 6 | 3 | 4 | -4 | 2.5 | 7 | .
COC(=O)c1ccccc1NC(=O)c1ccccc1N(C)S(=O)(=O)c1ccccc1 | 2 | -3 | 4 | -2 | -18 | 10 | -4 | -1.4 | -9 | 7.1
CC1CCN(c2c(NCC3CCC(C(=O)N4CCCCC4)CC3)c(=O)c2=O)CC1 (configuration not stated) | 7 | 1 | 3 | -5 | 0 | 0 | -18 | 0.4 | -1 | 0.6
O=C(COC(=O)c1ccc(OC(F)(F)F)cc1)NCCN1C(=O)CSC1=O | -14 | . | -3 | 2 | 0 | . | -10 | -0.5 | -1 | -0.4
COc1ccccc1CCNC(=O)CSc1nc(=O)[nH]c2c1CCC2 | -6 | . | 0 | 2 | 7 | . | -3 | -1.0 | -3 | -0.8
O=C(NC(=S)NNC(=O)c1ccccc1O)c1ccc(F)cc1 | 2 | 7 | 4 | 5 | 22 | 4 | -15 | 0.7 | 0 | 0.9
CCc1ccc(-n2c(Cn3nc(C(F)(F)F)cc3C)n[nH]c2=S)cc1 | -8 | 2 | -5 | -1 | -4 | 10 | -13 | i | 4 | .
O=C1N=C(N2CCOCC2)SC1=Cc1ccco1 | 1 | . | -4 | 3 | . | . | -9 | -1.0 | 11 | -2.2
COc1ccc(Oc2ccccc2C#N)cc1 | 4 | 0 | 4 | -5 | -8 | 10 | -21 | i | -8 | 0.3
Cc1cc(C(=O)CSc2nnc(-c3cccc(F)c3)n2N)c(C)n1Cc1ccc2c(c1)OCO2 | 31 | 6 | 7 | 0 | -3 | 4 | -1 | -0.2 | -4 | .
NCCCC(=O)N1c2ccccc2Sc2ccc(Cl)cc21 | -8 | 1 | 0 | 7 | -11 | -8 | 2 | i | -7 | 4.3
COc1ccc(NC(=O)CSc2nc3c(c(=O)n2-c2ccc(F)cc2)SCC3)c(OC)c1 | 3 | 0 | -3 | 7 | 6 | 6 | 4 | i | 8 | .
C[C@H]1CC[C@@H]2[C@@H](C)[C@H]3[C@H](C[C@H]4[C@@H]5CC=C6C[C@@H](O[C@@H]7O[C@H](CO)[C@H](O)[C@H](O[C@@H]8O[C@H](CO)[C@@H](O)[C@H](O)[C@H]8O)[C@H]7O[C@@H]7O[C@@H](C)[C@H](O)[C@@H](O)[C@H]7O)CC[C@]6(C)[C@H]5CC[C@]34C)N2C1 | 6 | 3 | 6 | -48 | -14 | 0 | -13 | -0.6 | -6 | -1.4
FC(F)Sc1ccc(-n2c(-c3ccc(Cl)cc3)c[n+]3c2CCC3)cc1 | -6 | -1 | -8 | 9 | -5 | 34 | 6 | i | 2 | 1.3
CCN(CC(=O)Nc1c(F)cccc1F)C(=O)Cc1sc(C)nc1-c1ccc(F)cc1 | 3 | . | -7 | -3 | . | . | -6 | -2.3 | -6 | 0.3
Cc1ccc[n+](CC(=O)c2ccc(NC(=O)c3ccccc3)cc2)c1C | -3 | . | -8 | 5 | -1 | . | -9 | -0.2 | 3 | 0.1
CCOC(=O)C1=CN(CC)CCC1=O | 6 | . | 2 | -4 | . | . | 2 | i | -2 | -0.1
Cc1nc(SCC(=O)NCc2ccco2)c2c(=O)n(C)c(=O)n(CC(C)C)c2n1 | 7 | -2 | . | . | -1 | 18 | . | 0.0 | . | .
O=S(=O)(c1ccc(-c2ccno2)s1)N1CCCCC1 | 1 | 5 | -2 | 1 | -1 | 32 | -32 | 0.8 | -6 | 0.6
Cc1ccc2c(c1)[C@H]1[C@H](CO2)[C@H](c2ccccc2)[C@]2(C)C(=O)N(CC3CCCO3)CC(=O)N12 (some centres not stated) | 30 | . | 5 | 5 | -4 | . | -10 | -0.8 | 5 | 0.6
COc1ccc(-c2nnc(NC(=O)c3ccc([N+](=O)[O-])o3)o2)c(OC)c1 | 8 | 1 | -5 | -1 | 8 | 8 | 0&0 | 3.6 | 15 | 1.0
COC(=O)c1nnn(-c2ccsc2C(=O)OC)c1C(=O)OC | 2 | 2 | 8 | -3 | 5 | 8 | 0 | i | -6 | 0.7
CCc1ccccc1NC(=O)CN1CCN(C(=O)CNC(=O)Cc2cccc3ccccc23)CC1 | 22 | . | 1 | 4 | 4 | . | 0 | i | -3 | 1.7
COc1ccc2c(c1)[C@@H]1[C@H](CO2)[C@H](c2ccccc2)[C@]2(C)C(=O)NCC(=O)N12 | 8 | . | 5 | 3 | -3 | . | -9 | -0.7 | -5 | 1.1
COC(=O)C1=C(c2cc3ccccc3s2)C[C@@H]2CC[C@H]1N2C(=O)NC1CC1 | 2 | . | 0 | 9 | -8 | . | 0 | i | -2 | .
O=C(c1cccc(S(=O)(=O)N2CCOCC2)c1)N1CCCC(C(F)(F)F)C1 (configuration not stated) | -11 | . | -6 | 7 | 18 | . | -10 | i | 12 | 0.6
CC1OC(C[N+](C)(C)C)CC1O (configuration not stated) | 7 | . | -2 | 1 | 5 | . | 2 | -3.0 | 1 | 1.8
O=S(=O)(c1ccccc1)N1N=C(c2ccccc2)CC1c1ccccc1F (configuration not stated) | 0 | 0 | -5 | -7 | -4 | 53* | 1 | i | -5 | 0.5
Cc1cccc(C)c1NC(=O)CCn1cnc2ccccc2c1=O | -1 | -1 | 1 | 4 | 6 | 1 | -17 | -0.3 | 1 | -2.9
Cc1ccccc1C(=O)Oc1cc(N)n(S(C)(=O)=O)n1 | -15 | 0 | 0 | 11 | -7 | 10 | -10 | -0.1 | -13 | 0.0
CSc1ccccc1C(=O)NCc1ccc2c(c1)OCO2 | 4 | 5 | 5 | -1 | -2 | 5 | -1 | 0.7 | 0 | 1.4
O=C(Nc1ccc(C(F)(F)F)cc1)C1CCCN1S(=O)(=O)c1cccc2cccnc12 (configuration not stated) | 8 | -1 | 4 | 7 | -8 | 18 | 2 | i | -3 | .
COC(=O)CCCCCCCCC(=O)Nc1nc2ccccc2s1 | 12 | -2 | 7 | -5 | -8 | -8 | -6 | i | 15 | .
CC(=O)c1c(O)cc(C)n(-c2ccc(F)cc2)c1=O | 0 | 4 | 11 | 1 | -3 | -8 | -2 | i | -6 | 0.7
COC(=O)C1(O)CC(C(C)C)=NN1C(=O)c1ccccc1 (configuration not stated) | -1 | 0 | 2 | 2 | -8 | -8 | -4 | -0.1 | -13 | 0.5
Cc1ccc(C(=O)Nc2ccccc2SCC2CSc3nc4ccccc4c(=O)n32)cc1 (configuration not stated) | -1 | -9 | 1 | 1 | -1 | 49 | 4 | -0.4 | -2 | .
COc1ccc(-c2oc3cccnc3c2-c2ccc(OC)nc2)cc1 | 0 | 3 | 0 | -11 | -6 | 9 | -11 | i | -61 | 1.5
O=C(/C=C/c1cccs1)c1cc(Cl)ccc1OC(=O)N1CCOCC1 | -1 | -1 | 3 | -4 | 2 | 6 | 1 | i | 11 | .

Five entries from above, as comma-separated lines.
structure,Y pestis TopoI,3CLpro inhibitor,PrPC surface inh,MazF activator,Rv3671c protease,DUSP3 inh,SSB-PriA inh,Vc quorum ag,CCHF vOTU inh,TcdB GH inh
CC(=O)c1c(O)cc(C)n(-c2ccc(F)cc2)c1=O,0,4,11,1,-3,-8,-2,i,-6,0.7
COC(=O)C1(O)CC(C(C)C)=NN1C(=O)c1ccccc1 (configuration not stated),-1,0,2,2,-8,-8,-4,-0.1,-13,0.5
Cc1ccc(C(=O)Nc2ccccc2SCC2CSc3nc4ccccc4c(=O)n32)cc1 (configuration not stated),-1,-9,1,1,-1,49,4,-0.4,-2,.
COc1ccc(-c2oc3cccnc3c2-c2ccc(OC)nc2)cc1,0,3,0,-11,-6,9,-11,i,-61,1.5
O=C(/C=C/c1cccs1)c1cc(Cl)ccc1OC(=O)N1CCOCC1,-1,-1,3,-4,2,6,1,i,11,.

More results follow.
SMILES | Y pestis TopoI | 3CLpro inhibitor | PrPC surface inh | MazF activator | Rv3671c protease | DUSP3 inh | SSB-PriA inh | Vc quorum ag | CCHF vOTU inh | TcdB GH inh
C#CCOCCOCCOCCNc1nc(N2CCN(C(=O)CCCCCCCCCCNC(=O)Cn3cc(C[C@@H](C)O)nn3)CC2)nc(N2CCN(C(=O)CCCCCCCCCCNC(=O)[C@@H]([C@H](C)CC)n3cc(CCCCCN)nn3)CC2)n1 | 4 | . | . | -43 | -20 | . | -3 | i | . | .
CCOc1ccc(CNCCNC(=O)c2nonc2N)cc1 | -3 | -2 | -1 | 1 | 11 | 17 | -7 | -0.4 | 5 | 0.5
CCCCOc1ccccc1C(=O)NCC(=O)O | 5 | 3 | -5 | -2 | 12 | 21 | -2 | i | -6 | 2.2
COc1ccc(OC)c(-c2nnc(SCC(=O)NC3CCCCC3)o2)c1 | -5 | 0 | 0 | 13 | -3 | -2 | -5 | -0.4 | 4 | 0.6
Cc1cc(C(=O)NCCc2ccc(Cl)cc2)n(-c2ccccc2)n1 | 1 | 3 | 4 | -4 | 2 | 29 | 0 | -0.3 | -10 | 0.4
NNC(=O)CNC(c1ccccc1)c1cc(Br)ccc1NC(=O)CCN1CCOCC1 (configuration not stated) | 15 | 7 | 9 | 2 | -40 | 14 | 4 | -3.0 | 2 | .
CC(=O)c1ccc(-n2c(SCC(=O)c3c[nH]c4ccccc34)nc3ccccc3c2=O)cc1 | 5 | -1 | 5 | -5 | -54 | 26 | 2 | -0.7 | -4 | 0.8
O=C(O)c1ccc(S(=O)(=O)Cc2ccccc2)cc1 | 0 | 0 | 11 | -3 | -4 | -2 | -20 | 1.3 | 4 | .
COc1cccc(/C=N/Nc2snc(SC)c2C#N)c1O | -11 | 4 | -2 | 1 | 37 | 24 | . | i | -1 | 1.3
CCCOc1ccc(-c2nc(-c3ccc([N+](=O)[O-])cc3)cs2)cc1 | 4 | 3 | 1 | -5 | -2 | 16 | 4 | -0.6 | 2 | 1.0
Cc1nc(NCCO)c2nnn(Cc3ccccc3F)c2n1 | 3 | 0 | -5 | 10 | 3 | -7 | 0 | 0.3 | 7 | 0.8

The list is partial; rates above refer to the full screens.
